HepG2 viability = qHTS for Inhibitors of TGF-b: Cytotox Counterscreen | AID 588856, 2011 | HepG2 CAGA-GFP viability, ATP luminescence, 18 h | 0.76% of 410,000 active | Potency, µM (titrated, usually from 46.1 µM), inactives show at the highest dose activity change, negative = cytotoxicity, most hits filed as cytotoxic; also: potency is read from the fitted curve at half-maximal effect; some results filed as inactive show a strong effect at the top dose
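HepG2 CAGA-GFP cells (1000/well, DMEM with 1% FBS) received compound, then TGF-beta at 500 pg/mL final, and were incubated 18 hours at 37 degrees C. Viability was read by CellTiter-Glo luminescence. Media-only wells were set as complete cell-killing and DMSO as no toxicity.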
MCF10A rerep = A quantitative high throughput screen for small molecules that induce DNA re-replication in MCF 10a normal breast cells; Potency, µM (top dose mostly 46.1 µM), for the others: at the top dose activity, positive = re-replication, hits mostly activators; MCF 10A DNA re-replication, Hoechst nuclear intensity, 48 h; AID 624296, 2012; 2.9% of 350,000 active; also: potency is read from the fitted curve at half-maximal effect; % of control where 0% means no effect; nearly all actives have a fitted effect of over 50% in size
IL-1B inflam inh = qHTS for Inhibitors of Inflammasome Signaling: IL-1-beta AlphaLISA Primary Screen. 4.7% of 360,000 active. activity change, % at 57.5 µM. THP-1 LPS/ATP IL-1B secretion, AlphaLISA, 16 h; hits give low values. AID 743279, 2014; in the data active = activity change below about -50%; inconclusive = mostly about -30% to -49%; also: % is scaled to controls: 0 for no effect and ±100 for the full control effect
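THP-1 cells pretreated 1 hr with compounds (up to 57.5 uM final), then stimulated with LPS (250 ng/mL final) plus ATP (1.25 mM final); secreted IL-1B measured by AlphaLISA after 16 hr, decreased signal indicating inhibition.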
A549 tox = Nrf2 qHTS screen for inhibitors: counterscreen for cytotoxicity; A549 ARE-Fluc cells, CellTiter-Fluor viability, 18-24 h; Potency, µM (titrated, usually from 46 µM), without a hit: at the highest dose activity change, negative = cytotoxicity, most hits filed as inhibitors; 0.16% of 390,000 active; AID 504648, 2011; also: potency is read from the fitted curve at half-maximal effect; % is scaled to controls: 0 for no effect and ±100 for the full control effect
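A549 ARE_Fluc cells in 5% FBS OPTI-MEM were exposed to compounds in concentration-response for 18-24 h at 37 deg C. Viability was read by CellTiter-Fluor fluorescence (Ex 405/Em 525) after 30 min, before the luciferase read.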
Nrf2 activator = qHTS of Nrf2 Activators; AREc32 ARE-luciferase reporter (MCF7-derived line), luminescence, 24 h; Potency, µM (top dose mostly 46.1 µM), without a hit: at the highest dose activation, actives largely listed as activators; 0.31% of 410,000 active; also: potency is read from the fitted curve at half-maximal effect; % of control where 0% means no effect; nearly all actives have a fitted effect of over 65% in size
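AREc32 cells carrying an ARE-driven firefly luciferase reporter were seeded at 1000 cells/well in OPTI-MEM with 5% FBS, then exposed to compound for 24 hr at 37 deg C. Luminescence was read with Steady-Glo after 30 min at RT.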
Nrf2 inh = Nrf2 qHTS screen for inhibitors; A549 ARE-Fluc reporter, luciferase luminescence, 18-24 h; Potency, µM (highest dose often 46 µM), for inactives: at the highest dose activity change, negative = inhibition, actives largely listed as inhibitors; 2.1% of 360,000 active; also: potency is read from the fitted curve at half-maximal effect; % is scaled to controls: 0 for no effect and ±100 for the full control effect; nearly all actives have a fitted effect of over 60% in size
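Quantitative HTS in A549 cells stably bearing an antioxidant response element-firefly luciferase construct. Inhibition of Nrf2-driven transcription was scored by luminescence after 18-24 h of compound exposure at 37 °C.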
S2 tox = Viability Counterscreen for Primary qHTS for Inhibitors of ATXN expression; Potency, µM (highest dose often 56.7 µM), usual class: cytotoxic; 0.49% of 400,000 active; AID 651635, 2014; S2 cells (HEK-293 line with an ATXN2-luciferase reporter) viability, CellTiter-Fluor protease fluorescence, 24 h; also: potency is read from the fitted curve at half-maximal effect; nearly all actives have a fitted effect of over 40% in size
ATXN2 expr inh = Primary qHTS for Inhibitors of ATXN expression. HEK-293 ATXN2-luciferase reporter, luminescence, 24 h. Potency, µM (top dose mostly 57 µM), for inactives: at the top dose activity change, negative = inhibition, most hits filed as inhibitors. 0.72% of 360,000 active; also: potency is read from the fitted curve at half-maximal effect; % is scaled to controls: 0 for no effect and ±100 for the full control effect; nearly all actives have a fitted effect of over 55% in size
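qHTS (up to 57 uM final) was run with 24 h compound exposure of reporter cells at 37 °C. Each well was multiplexed: SteadyGlo luminescence measured ATXN2-luciferase expression after a fluorogenic Gly-Phe-AFC viability readout (25 uM final).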
TGFb SMAD3 inh = qHTS for Inhibitors of TGF-b; 1.2% of 410,000 active; Potency, µM (titrated, usually from 46.1 µM), for the others: at the highest dose activity, negative = inhibition, hits mostly inhibitors; HepG2 CAGA-GFP TGF-b/SMAD3 reporter, GFP fluorescence, 18 h; TGF-beta stimulated, 500 pg/mL final; also: potency is read from the fitted curve at half-maximal effect; % is scaled to controls: 0 for no effect and ±100 for the full control effect; nearly all actives have a fitted effect of over 65% in size
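First, reporter cells (HEPG2 CAGA-GFP) rested 2 h at 37 degrees C. Next, compounds were pinned in and TGF-beta added to 500 pg/mL final. After 18 h, GFP was imaged per cell and summed per well.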
Starred values were filed as active, the others as inactive; i = inactive; ? = inconclusive; nt = not tested or not shown; [ ] = another dose, or the depositor's remark. Unless noted, calls follow the shape of the dose curve; as a rule, active = well fitted curve in the direction sought with a large enough effect; inconclusive = small, poorly fitted or top-dose-only effect, or another doubt; inactive = no such curve, though single readings can be large; an effect the other way counts as inactive or inconclusive. Compounds were not picked by outcome. Share with any hit: about 8.8%.

Values in the order: HepG2 viability	MCF10A rerep	IL-1B inflam inh	A549 tox	Nrf2 activator	Nrf2 inh	S2 tox	ATXN2 expr inh	TGFb SMAD3 inh
1	Fc1ccc(OCCOCCNCC2CCCO2)cc1 (stereo not given)
→ -7.0%	0.5%	12.0	-0.3%	0.4%	-15.7%	i	-9.2%	1.1%
2	Cc1ccc(Oc2c(C(F)(F)F)oc3c(CN4CCC(C)CC4)c(O)ccc3c2=O)cc1
→ -12.8%	nt	nt	-3.3%	0.4%	2.2%	nt	nt	-5.6%
3	Nc1ncnc2c1ncn2CCc1ccccc1
→ -3.6%	1.6%	17.9	0.6%	1.3%	?	i	21.8%	3.4%
4	Cc1noc(C)c1S(=O)(=O)N(C)C[C@H]1Oc2ccc(NS(=O)(=O)c3cn(C)cn3)cc2C(=O)N([C@H](C)CO)C[C@@H]1C
→ -3.5%	?	11.4	8.1%	-0.6%	2.3%	i	0.8%	2.1%
5	CCOCCCNC(=S)N(CCCN(C)C)Cc1cc2cc3c(cc2[nH]c1=O)OCCO3
→ -1.9%	?	?	11.9%	-0.1%	13.7%	i	-4.5%	-1.4%
6	CC(CCc1ccccc1)NC(=O)/C=C/c1ccccc1 (stereo not given)
→ -34.1%	?	-4.4	2.6%	0.6%	nt	i	41.7%[activator]	8.1%
7	CCn1cc(S(=O)(=O)Nc2nc3ccc(OC)cc3s2)cn1
→ 31.7%	2.4%	36.5	7.1%	2.4%	10.6%	i	-2.0%	5.0%
8	Cc1cc(C)n(CC(O)COc2ccc(F)cc2)n1 (stereo not given)
→ -4.7%	-2.7%	-13.0	0.0%	-0.3%	?	?	nt	13.6%
9	CCCC(C)C(=O)Nc1ccccc1C(=O)OCC (stereo not given)
→ 0.5%	14.0%	9.4	5.4%	-0.1%	-3.1%	i	4.5%	5.8%
10	CCCn1c(C2CC(=O)N(c3ccc(C)cc3)C2)nc2ccccc21 (stereo not given)
→ -11.8%	-0.2%	1.8	-4.8%	-0.5%	-6.8%	nt	nt	0.0%
11	C=CCN1C(=O)c2ccc(C(=O)N3CCN(S(=O)(=O)c4ccccc4Br)CC3)cc2C1=O
→ 19.9%	9.1%	23.4	-1.9%	0.1%	0.9%	i	1.9%	1.4%
12	Cc1ccc(CSc2oc(-c3cccs3)nc2S(=O)(=O)c2ccc(C)cc2)cc1
→ -9.3%	nt	nt	10.4%	0.2%	2.1%[9.27 µM]	i	9.1%	-4.2%
13	Cn1cnc(S(=O)(=O)Nc2ccccc2N2CCOCC2)c1
→ 27.8%	0.8%	14.1	7.2%	0.1%	1.5%	i	-9.1%	1.8%
14	Cc1cccc(NC(=O)C2CCN(S(=O)(=O)c3ccc4c(c3)CCCC(=O)N4)CC2)c1
→ 2.6%	nt	nt	3.8%	3.0%	?	i	-11.0%	1.7%
15	COc1cc(N)c(Cl)cc1C(=O)OCC(=O)NCC1CCCCC1
→ -11.8%	-0.3%	-5.7	0.8%	-0.3%	-24.4%	i	-12.6%	-9.9%
16	COc1ccc(NC2CC(=O)N(C)C2=O)cc1 (stereo not given)
→ -1.2%	-181.3%[0.0737 µM]	19.6	8.4%	0.1%	4.5%	i	-5.0%	1.3%
17	COc1cccc(-c2csc(NC(=O)Oc3ccccc3)n2)c1
→ -22.7%	?	-13.5	-0.2%	3.8%	3.7%	i	32.6%	-4.1%
18	Cc1cc(C)nc(SCC(=O)N/N=C/c2cccs2)n1
→ -13.6%	2.2%	20.8	5.3%	0.2%	-0.3%	i	-2.0%	5.4%
19	Nc1cc(N)nc(SCC(=O)NCc2ccco2)n1
→ -4.1%	?	13.8	0.4%	2.8%	-1.6%	i	4.2%	14.9%
20	COc1ccc(S(=O)(=O)NC(C)C)cc1C(=O)NC1CCCCC1
→ -7.1%	3.0%	3.0	3.0%	-0.3%	-7.9%	i	-1.9%	-1.6%
21	CCOC(=O)c1cc2c(nc1N)CC(C)(C)OC2
→ 9.4%	?	-2.3	0.3%	-0.4%	23.4%	i	29.0%	-3.8%
22	O=C(CSc1nnc(CNC(=O)c2c(F)cccc2Cl)o1)Nc1ccc2c(c1)OCCO2
→ -15.7%	-7.5%	-5.8	9.1%	0.0%	10.5%	i	7.2%	-8.0%
23	Cc1nc(C)c2c(=O)cc(-c3ccccc3)[nH]c2n1
→ -15.8%	7.94µM*	42.0	-9.3%	19.5%	nt	i	-5.8%	24.5%
24	CN(/N=C/c1ccncc1)C1=NS(=O)(=O)c2ccccc21
→ 16.8%	0.4%	-18.2	-1.8%	-0.1%	-11.0%	i	-2.0%	-4.2%
25	CCN(CC)CCOC(=O)c1ccc(NC(=O)C(C)NC(=O)C23CC4CC(CC(C4)C2)C3)cc1 (stereo not given)
→ -3.7%	13.4%	4.9	5.6%	3.4%	17.3%	i	-4.4%	-9.1%
26	O=C(NCc1ccccn1)c1ccccc1OCc1ccc(Cl)cc1Cl
→ -29.3%	-1.6%	-2.9	1.0%	2.0%	8.8%	i	-5.3%	-15.2%
27	Cc1cccc(Nc2nnc(SCC(=O)NC3CCCc4ccccc43)s2)c1C (stereo not given)
→ -0.6%	?	?	-1.6%	2.7%	?	i	-9.4%	-7.2%
28	CCC1CCCCN1C(=O)COc1ccc2c3c(c(=O)oc2c1)CCC3 (stereo not given)
→ -0.8%	17.8%	-0.7	2.7%	0.0%	-18.3%	i	1.7%	9.4%
29	CC(=O)NC1C(=O)N(CC(C)C)c2ccccc21 (stereo not given)
→ 1.3%	0.0%	1.5	-15.9%	0.2%	-15.0%	nt	nt	0.0%
30	CC(=O)c1ccccc1NC(=O)c1cc(S(=O)(=O)N2CCOCC2)ccc1N1CCCC1
→ 9.4%	0.4%	-6.9	-1.9%	-0.4%	-9.3%	nt	nt	-17.0%
31	COc1cccc(NC(=O)c2ccc(S(=O)(=O)N3CCCCC3)cc2)c1
→ -40.4%	4.3%	-20.7	1.6%	0.3%	?	i	-11.0%	-29.2%
32	Cc1cc(C(=O)OCCO)c(C#N)c(N)n1
→ -13.9%	-6.7%	1.2	-9.7%	-0.8%	-11.1%	i	-6.2%	19.6%
33	CCn1c(=N)n(CCOc2ccc(Br)cc2)c2ccccc21
→ -99.1%	nt	nt	?	-7.3%	nt	nt	nt	8.91µM*
34	COc1ccc(Nc2nc(N)nc(CSC(=S)N3CCN(c4ccccc4)CC3)n2)cc1
→ -61.3%	-8.5%	-15.0	0.9%	-0.4%	?	i	-29.4%	-1.4%
35	CC(Sc1nnc(C2CC2)n1C1CC1)C(=O)Nc1cccc(S(=O)(=O)N(C)C)c1 (stereo not given)
→ -0.9%	-6.7%	11.6	-1.7%	-0.1%	?	i	3.9%	1.3%
36	COCCN1CCC(CNCc2cn(-c3cc(C)ccc3C)nc2-c2ccccc2)C1 (stereo not given)
→ -77.8%	?	-24.1	-4.6%	-1.6%	5.4%	?	nt	?
37	O=C(Nc1cccc(S(=O)(=O)NCc2ccco2)c1)c1cc(-c2ccc(F)cc2)nc2ccccc12
→ -2.7%	14.4%	-76.9*	-7.6%	5.8%	6.9%	?	?	-12.3%
38	CC(C)c1ccc(CNc2ncc(Br)cn2)cc1
→ -14.8%	-3.4%	0.0	7.8%	-0.4%	?	i	39.8%[activator]	-10.3%
39	CN(C)/C=C/C(=O)c1ccc(Br)cc1
→ -21.0%	?	-29.7	10.6%	0.5%	?	i	5.8%	-6.0%
40	O=c1[nH]c2ccc(NCc3ccc(F)cc3)cc2[nH]1
→ 8.1%	12.6%	26.1	-2.4%	5.7%	5.5%	i	nt	5.7%
41	CC(=N/O)/C(=N\O)c1ccc(C)o1
→ -11.4%	-1.3%	-10.1	6.4%	0.3%	6.1%	i	6.5%	-0.3%
42	COc1ccc(Cl)cc1N(C(=O)c1ccco1)C(C(=O)NC1CCCC1)c1cccnc1 (stereo not given)
→ -5.7%	-2.3%	18.0	-5.5%	-0.1%	12.0%	i	-4.2%	-11.8%
43	COc1ccccc1CNC(=O)c1cnc2sc(N3CCCCC3)nn2c1=O
→ -5.5%	nt	nt	2.1%	-0.1%	6.3%	i	-4.7%	-23.4%
44	CC(C(=O)NCC1CCCCC1)N1CCN(S(=O)(=O)c2cccs2)CC1 (stereo not given)
→ 0.5%	0.4%	-3.9	-9.4%	0.2%	-19.6%	i	-7.5%	-7.1%
45	CCOc1ccccc1C(=O)OCC(=O)Nc1cccc(S(=O)(=O)N2CCCC2)c1
→ -0.2%	2.5%	26.2	-4.6%	0.4%	8.8%	i	3.7%	-13.8%
46	O=C(COc1ccc(Br)cc1)NCCN1CCCC1
→ -15.4%	?	-4.3	?	0.0%	1.0%	nt	36.8%	-1.3%
47	CCCC/S(C)=N/S(=O)(=O)c1ccc(C)cc1 (stereo not given)
→ -14.0%	-8.0%	-3.4	1.2%	-1.6%	2.3%	i	-3.5%	10.2%
48	O=S(=O)(NC1CC1)c1ccc(S(=O)(=O)N2CCCc3ccccc32)cc1
→ -33.9%	1.2%	?	-16.3%	-0.5%	23.1µM*	i	-16.6%	?
49	CS(=O)(=O)Nc1ccc(C(=O)NC2CC3CCC2C3)cc1 (stereo not given)
→ 4.2%	-0.9%	-7.4	1.9%	0.2%	5.4%	i	-4.1%	2.1%

TGFb SMAD3 inh, hit marks shown above.
| entry | Compound | IL-1B inflam inh | Nrf2 inh | TGFb SMAD3 inh |
| --- | --- | --- | --- | --- |
| 33 | CCn1c(=N)n(CCOc2ccc(Br)cc2)c2ccccc21 | nt | nt | 8.91µM* |

Screens from PubChem.
